Wnt bcat act – activates Wnt/beta-catenin signaling in a reporter cell assay | activation, % at 9.35 µM | AID 743398 | 1.2% of 300,000 active | activator, plate reader; in the data active = activation above about 30%, passing the limit was not always enough; inconclusive = no clear call, values can overlap the other calls;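 also: 0% = neutral control wells and 100% = positive control wells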
An asterisk follows results filed as active; ? = inconclusive. These rows are one share of the data; rates above refer to the full screens.

SMILES | Wnt bcat act
CC(O)(c1ccc(F)c(F)c1)c1nc(-c2ccoc2)cs1 (centres undefined) | -7
Cc1cnc(CNC(=O)C2(C)CCCN2CC(C)C)cn1 (centres undefined) | -3
CCc1nc2c(OCc3ccc(Cl)cc3)cccn2c1N(C)C(=O)c1ccc(C)cc1 | 0
Cc1nc2c(OCc3ccccc3)cccn2c1N(C)C(=O)C1CCCCC1 | -1
COc1ccc(N2C[C@H](C)[C@@H](CC(=O)Nc3ccccc3)C2=O)cc1 | -2
O=C(/C=C(\Nc1cccc(Cl)c1F)c1ccccc1)c1ccccc1 | 47*
CNc1cncc(-c2cccc(C(=O)N3CCOCC3)c2)n1 | 18
COCCCN1C(=O)C(CC(=O)NCC2CCCCC2)CC(C(=O)N(C(C)C)C(C)C)=C1C (centres undefined) | -1
CCCCN(C)c1c(C)nc2ccc(C(=O)Nc3ccc(OC)c(OC)c3)cn12 | -2
O=C(C[C@H]1C[C@H]2c3cc(NS(=O)(=O)c4ccc(F)cc4)ccc3O[C@H]2[C@H](CO)O1)NCc1ccncc1 | 0
CN(C)C(=O)c1cccc(-c2cccc3nccn23)c1 | -3
C=CCN1[C@@H](C)[C@H](c2ccccc2)Oc2cccc(N3CCCC(C)C3)c2S1(=O)=O (some centres undefined) | -5
CC1(C(=O)NCc2ccc3c(c2)OCO3)CCN1C(=O)Cc1cccs1 (centres undefined) | -3
Cc1cccc(C)c1NC(=O)C(c1ccnc2ccccc12)n1c(=O)c(-c2ccco2)nc2ccccc21 (centres undefined) | -2
C[C@@H]1CN([C@H](C)CO)C(=O)CCCn2nncc2CO[C@@H]1CN(C)S(=O)(=O)c1cccs1 | -1
O=C(NCc1ccccc1CN1CCCC1)c1ccc(S(=O)(=O)Nc2ccccc2F)cc1 | -1
CN(C)C(=O)c1cc2c(c(-c3cccc(-c4ccccc4F)c3)n1)[C@@H](CCO)N(S(C)(=O)=O)C2 | -1
CC(=O)N1CCOc2ccc(S(=O)(=O)NC[C@H]3O[C@@H](n4ccc(N)nc4=O)[C@H](O)[C@@H]3O)cc21 | -1
COC(=O)[C@]12CCCCC=C1N(Cc1ccco1)C(=O)[C@H](CC(=O)N1CCC(c3ccccc3)CC1)C2 | -2
O=C(CCCn1c(=O)c2ccccc2n(Cc2cccc(F)c2)c1=O)NC1CCN(Cc2ccccc2)CC1 | -1
COc1ccc(F)cc1S(=O)(=O)N1CCc2ccccc2C1 | 0
CCOc1ccc(CNC(=O)CN2C(=O)CSc3ccc(S(=O)(=O)N4CCOCC4)cc32)cc1 | -3
Cc1ccc(S(=O)(=O)n2c(N)nc3cc(C)c(C)cc32)cc1 | -3
COC(=O)[C@@]12C[C@@H](CC(=O)NCCCCc3ccccc3)C(=O)N(Cc3ccc4c(c3)OCO4)C1=CCC(C)(C)C2 | -3
Cc1cc(-c2cc(NC(=O)Cc3c(C)[nH]c4ccccc34)ccc2N(C)c2cccnc2)ccc1F | -4

Single values from the results shown:
Under Wnt bcat act, C=CCN1[C@@H](C)[C@H](c2ccccc2)Oc2cccc(N3CCCC(C)C3)c2S1(=O)=O (some centres undefined) has the entry -5
Under Wnt bcat act, O=C(NCc1ccccc1CN1CCCC1)c1ccc(S(=O)(=O)Nc2ccccc2F)cc1 has the entry -1

Next compounds.
SMILES | Wnt bcat act
COC(=O)C1=C(C)N(C)C(=NCc2ccc(C(F)(F)F)cc2)NC1c1ccccc1C(F)(F)F (centres undefined) | -4
OC(c1ccc(Cl)c(F)c1)c1ncc(-c2cccc(F)c2)[nH]1 (centres undefined) | -5
C[n+]1cc2c3c(ccc2c2ccc4cc5c(cc4c21)OCO5)OCO3 | -22
O=C(NCc1ccc(F)cc1)c1cc(C2CCCCN2S(=O)(=O)c2ccccc2)on1 (centres undefined) | -6
COC(=O)[C@]12CCCCC=C1N(Cc1ccc3c(c1)OCO3)C(=O)[C@H](CC(=O)N1CCC(c3ccccc3)CC1)C2 | -3
COc1cccc(/C=C/C(=O)OCC(=O)Nc2ccc3c(c2)OCCO3)c1 | 1
CCOC(=O)c1ccc(NC(=O)Nc2cc(C)cc(C)n2)cc1 | 3
CCCCOC1NC(=O)NC(=O)C1(F)C(=O)OCC (centres undefined) | -4
O=S1(=O)c2cc(Cl)ccc2N2CC[C@H](C2)N1Cc1ccc(Cl)c(Cl)c1 | -3
CCc1nc2ccc(C(=O)NCc3ccc4c(c3)OCO4)cn2c1N(C)CCC(C)C | -2
Brc1cccc(-c2nc3c4ccccc4ccn3c2Cc2ccsc2)c1 | 26
Cc1ccc(-c2nn3c(-c4ccccc4)nnc3o2)cc1 | -1
O=C(CC[C@H]1O[C@@H](n2cnc3c(NC(=O)c4ccccc4)ncnc32)[C@H](O)[C@@H]1O)NCc1ccco1 | -1
CC(C)(C)C(=O)c1c(N)[nH]c(C(=O)c2ccccc2)c1-c1ccccc1 | 0
O=C(OCc1cn([C@@H]2CN(CC3CCCCC3)[C@@H](c3ccccc3)C[C@H]2O)nn1)c1ccccc1 | -1
CC(=O)Nc1cc(-c2cccc(F)c2)cn2c(-c3ccc(F)cc3)cnc12 | -3
CC(=O)Nc1ccc(CN2CCC2(C)C(=O)NC2CCN(Cc3ccccc3)CC2)cc1 (centres undefined) | -1
COc1ccc(NC(=O)c2cccc3ccccc23)cc1OC | -3
CC1(C)CC(=O)C=C(C#CC2(O)CCCCC2)C1 | -3
O=C(c1cnc(Cc2c[nH]c3ccccc23)c(I)c1)N1CCN(Cc2ccccc2)CC1 | -3
COc1cccc(-c2cnc3c(NC=O)cc(-c4ccoc4)cn23)c1 | 0
CC1(C(=O)NS(=O)(=O)c2cccc(F)c2)CCN1C(=O)CC1CCCCC1 (centres undefined) | 0
COc1ccc(NC(=O)C2(C)CCCN(C(C)C)C2)cc1F (centres undefined) | 0
CN(Cc1ccc(Cl)cc1)C(=O)c1[nH]c(C(F)(F)F)nc1-c1ccccc1 | -1
CC1(Oc2cccc(Cl)c2)CCN(Cc2ccc(OC(F)(F)F)cc2)C1 (centres undefined) | 0
SMILES | Wnt bcat act
O=C1[C@H]2[C@@H](c3ccccc3)N[C@]3(CCCN(Cc4ccccc4)C3=O)[C@H]2C(=O)N1Cc1ccccc1 | -1
CCCc1nc2ccc(C)cn2c1Cc1cccc(F)c1 | 11
CCCOC(=O)c1cc(NC(=O)/C=C/c2ccccc2)ccc1O | 0
COC(=O)[C@]12C[C@H](CC(=O)NCc3cccc4ccccc34)C(=O)N(Cc3ccc4c(c3)OCO4)C1=C[C@H](COCc1ccccc1)O[C@@H]2C | -6
COCCCNC(=O)C[C@@H]1C[C@@]2(C(=O)OC)CCCCC=C2N(Cc2ccccc2)C1=O | -1
C[C@@H]1CN([C@H](C)CO)C(=O)CCCn2nncc2CO[C@H]1CN(C)C(=O)C1CC1 | -1
COc1cc2c(cc1OC)C(c1ccccc1)N(Cc1ccc(S(=O)(=O)NC(=O)c3ccco3)cc1)CC2 (centres undefined) | -1
CCNC(=O)C1(C)CCCN(C(=O)c2cccnc2Oc2ccccc2)C1 (centres undefined) | 1
CC(NC(=O)c1ccc(Cl)c(S(=O)(=O)NC2CC2)c1)c1ccco1 (centres undefined) | -4
Cc1cccc(C)c1NC(=O)C(c1ccccc1)n1c(=O)c(-c2cc3ccccc3[nH]2)nc2ccccc21 (centres undefined) | -3
CC1CCCC(NC(=O)CSc2n[nH]c(=O)n2Cc2ccccc2)C1C (centres undefined) | -3
COC(=O)C1=NN(c2ccc(OC)cc2)C2C(=O)N(c3ccccc3OC)C(=O)C12 (centres undefined) | -2
COc1ccccc1-c1cnc(C(O)c2c(C)cccc2C)[nH]1 (centres undefined) | 0
Cc1cc(C(O)c2ncc(-c3ccccc3F)[nH]2)ccc1F (centres undefined) | 0
COc1ccccc1-n1cnnc1SCC(=O)Nc1cccc(S(=O)(=O)N2CCCCC2)c1 | -2
Cc1noc(C)c1NC(=O)N(C)C[C@H]1OCc2cn(nn2)CCCC(=O)N([C@H](C)CO)C[C@@H]1C | -1
C[C@@H]1CN([C@@H](C)CO)S(=O)(=O)c2ccc(-c3cccc(C#N)c3)cc2O[C@@H]1CN(C)C(=O)c1ccc(F)cc1 | -2
C=CCN1c2ccccc2Sc2cnccc21 | -7
C[C@@H]1CN([C@H](C)CO)C(=O)c2cc(-c3ccc(C(=O)N(C)C)cc3)cnc2O[C@@H]1CN(C)C(=O)c1cccnc1 | 0
NC(=O)c1c(N)[nH]c(C(=O)c2ccccc2)c1-c1ccc(Br)cc1 | -2
O[C@@H]1C[C@H](c2ccc(Cl)cc2)N(Cc2cccs2)C[C@H]1n1cc(C2CC2)nn1 | 2
CC1C(=O)N(Cc2cn(CCC3OCCCO3)nn2)CCS(=O)(=O)N1Cc1ccc(-c2ccc(F)cc2)cc1 (centres undefined) | 2
Cn1nnc(NC(=O)/C=C/c2ccco2)n1 | 8
COc1ccc(NC(=O)CCCOc2ccc(C)cc2)cc1S(=O)(=O)N1CCCCC1 | -1
CN(C)CCN1CCN([C@H]2CS(=O)(=O)N[C@@H]2COCc2ccccc2)CC1 | -1

Exported as labelled records: entries from further up.
Compound: COc1cc2c(cc1OC)C(c1ccccc1)N(Cc1ccc(S(=O)(=O)NC(=O)c3ccco3)cc1)CC2 (centres undefined)
  Wnt bcat act: -1

Compound: O=C1[C@H]2[C@@H](c3ccccc3)N[C@]3(CCCN(Cc4ccccc4)C3=O)[C@H]2C(=O)N1Cc1ccccc1
  Wnt bcat act: -1

Compound: COCCCNC(=O)C[C@@H]1C[C@@]2(C(=O)OC)CCCCC=C2N(Cc2ccccc2)C1=O
  Wnt bcat act: -1

Compound: COc1ccccc1-n1cnnc1SCC(=O)Nc1cccc(S(=O)(=O)N2CCCCC2)c1
  Wnt bcat act: -2

Continuation.
SMILES | Wnt bcat act
C[C@@H]1CN([C@@H](C)CO)S(=O)(=O)c2ccc(Br)cc2O[C@H]1CN(C)C(=O)C1CCCCC1 | -1
COc1cc(C#N)c(NC(=S)N2CCN(C(=O)c3ccco3)CC2)cc1OC | -1
CC1(C(=O)NCc2ccccc2)CSCC(=O)N1C1CCN(Cc2ccccc2)CC1 (centres undefined) | -2
COc1ccc([C@H]2C[C@H](n3cc(COC(=O)c4ccccc4)nn3)[C@@H](O)CN2C(=O)c2cccs2)cc1 | -1
CN(C)c1ccc(N(C)C)c(C(O)(c2ccccc2)c2ccccc2)c1 | -4
COC(=O)N[C@H]1CC=C[C@@H]1Cc1cccc(Oc2ccccc2)c1 | 4
CN[C@H]1C[C@@H](c2ccccc2Br)N(C(C)=O)C[C@H]1CO | 0
CN1CCc2nc(SCc3ccc(Cl)cc3)c(C#N)c(-c3cccs3)c2C1 | -4
COCCn1c(SCC(=O)Nc2ccc(F)cc2)nc2c(c1=O)SCC2 | 0
COc1cccc(CNC(=O)[C@@H]2CCCN2C(=O)[C@@H]2CCCN2C(=O)c2c(F)cccc2F)c1 | -3
CC(C)(C)n1nc(C2CC2)c(Br)c1NC(=O)c1ccccc1F | -1
N#Cc1ccc(C23CC4(C2)[C@H](CN(Cc2ccc(-c5ccccc5)cc2)[C@@H]4c2ccccc2)C3c2ccc(C(F)(F)F)cc2)cc1 (some centres undefined) | -7
O=C(Nc1cccc2ccccc12)N1N=CCC1c1ccccc1 (centres undefined) | 29
Cc1ccc(S(=O)(=O)N2C[C@H]3C(=O)C[C@@H](c4cccc(Cl)c4)N(S(=O)(=O)c4ccc(C)cc4)[C@H]3C[C@H]2c2ccccc2)cc1 | -2
CC(C)(C)c1ccc(CC(=O)N2CCC2(C)C(=O)NCc2ccc3c(c2)OCO3)cc1 (centres undefined) | 10
COc1ccc(NC(=O)CCNC(=O)c2ccccc2Cl)cc1S(=O)(=O)N1CCCCC1 | -1
COc1cccc(C(=O)Nc2ccc3nc4n(c(=O)c3c2)CCCCC4)c1 | 2
O=C(Nc1nccs1)c1csc([C@H]2C[C@H](O)[C@@H](CO)O2)n1 | ?
C[C@@H]1CN([C@@H](C)CO)C(=O)c2cc(Br)cnc2O[C@@H]1CN(C)S(=O)(=O)c1ccc(F)cc1 | 0
CC1C(=O)N(Cc2cn(CCC3OCCCO3)nn2)CCS(=O)(=O)N1Cc1ccc(-c2cccc(N(C)C)c2)cc1 (centres undefined) | -4
CCOC(=O)C1=CCN(S(=O)(=O)c2ccccc2C)C1c1ccc(F)cc1 (centres undefined) | -2
COc1ccc(NC(=O)Nc2cccc3[nH]c([C@@H]4O[C@H](CO)[C@@H](O)[C@H](O)[C@H]4O)nc23)cc1OC1CCCC1 | 0
C=CC[C@]12C[C@@]3(O[C@H](c4ccc(C(F)(F)F)cc4)N=C3C[C@H](c3ccc(OC)cc3)[C@H]1C)N(Cc1ccncc1)C2=O | -14
Cc1ccc(Cc2c(-c3cccc(Cl)c3)nc3ccc(Cl)cn23)cc1 | 14
Cc1ccc(CSc2nccc(-c3c(C)nc4ccccn34)n2)cc1 | -2

Given with tabs: 3 of the compounds above
SMILES	Wnt bcat act
COCCCN1C(=O)C(CC(=O)NCC2CCCCC2)CC(C(=O)N(C(C)C)C(C)C)=C1C (centres undefined)	-1
CC1(C(=O)NCc2ccccc2)CSCC(=O)N1C1CCN(Cc2ccccc2)CC1 (centres undefined)	-2
CC1(Oc2cccc(Cl)c2)CCN(Cc2ccc(OC(F)(F)F)cc2)C1 (centres undefined)	0

Following part.
SMILES | Wnt bcat act
Cn1nccc1-c1coc2c(C(=O)NCC3CCOCC3)cccc12 | -3
CS(=O)(=O)c1ccc(Nc2nc(C(N)Cc3ccc(C(F)(F)F)cc3)cs2)cc1 (centres undefined) | -6
Cc1cc(N2CCNC[C@H]2C)ccc1N1CCN(Cc2ccccc2)[C@H](C)C1 | -4
O=[N+]([O-])c1ccc(Oc2ncccn2)cc1 | 10
CC(C)C[C@H]1CNC(=O)C(=O)N1C[C@H](Cc1ccc(O)cc1)NC(=O)Cc1ccccc1 | -3
CC(=O)NCCNc1nc(NCc2ccccc2)nc2ccsc12 | 5
c1csc(-c2ccc3nncn3c2)c1 | -1
CC(=O)NC(c1ccccc1)c1nc(-c2cccnc2)cs1 (centres undefined) | -2

Screens as filed in PubChem.
